# Source: PubChem (Southern Research Specialized Biocontainment Screening Center)
# VEEV TC-83 Vero = inhibitors of VEEV TC-83 cytopathic effect, confirmation, Vero cells (AID 588727); one-dose inhibition, % at 20 µM; IC50 in µM for titrated hits; Vero cells, VEEV TC-83 cytopathic effect inhibition; higher % means a stronger effect; actives 0.13% (n = 350,000); in the data active = a potency from the dose series; inconclusive = inhibition mostly from about 14% at the one dose, without a potency; inactive = the rest, 99 in 100 with inhibition below about 12%; note: strong numbers were not always called active
# PhoP GFP inhibition = Inhibition of PhoP regulon, Salmonella typhi GFP reporter cells, confirmation, 4 h (AID 1850). Salmonella Typhi PhoP-promoter GFP reporter, fluorescence, 4 h; higher % means a stronger effect. actives 0.33% (n = 310,000). one-dose inhibition, % at 50 µM; IC50 in µM for titrated hits; in the data active = a potency from the dose series; inconclusive = inhibition mostly from about 25% at the one dose, without a potency; inactive = the rest, 99 in 100 with inhibition below about 19%;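 note: 0% = induced wells with vehicle and 100% = uninduced wells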
# M. tuberculosis = growth inhibition of non-replicating M. tuberculosis (AID 488890). Mycobacterium tuberculosis non-replicating, growth inhibition; higher % means a stronger effect. inhibition, % at 25 µM; hits with a dose series show IC50 in µM. actives 0.39% (n = 320,000); in the data active = a potency from the dose series; inconclusive = inhibition mostly from about 82% at the one dose, without a potency; inactive = the rest, 99 in 100 with inhibition below about 76%;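 note: plate controls were DMSO cells for no effect and high antibiotic wells for full effect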
# M. tuberculosis HTS = M. tuberculosis growth inhibition, HTS (AID 449762) | M. tuberculosis H37Rv growth inhibition, 7H9 media; higher % means a stronger effect | inhibition, % at 25 µM; hits with a dose series show IC50 in µM | actives 0.59% (n = 330,000); in the data active = a potency from the dose series; inconclusive = inhibition above about 70% without an active follow-up result;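 note: bacterial growth assessed after seven days of incubation; strong numbers were not always called active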
# influenza NS1A = NS1A inhibition, H1N1 influenza, cell based functional assay (AID 504329) | NS1A functional cell-based assay, percent inhibition; higher % means a stronger effect | one-dose inhibition, % at 12.5 µM; IC50 in µM for titrated hits | actives 0.3% (n = 340,000); in the data active = a potency from the dose series; inconclusive = inhibition above about 27% without an active follow-up result; note: strong numbers were not always called active
# VEEV TC-83 Vero 10K pilot screen = second read-out of VEEV TC-83 Vero, no call of its own (marks repeat the call); inhibition, %; measured here: 10K pilot screen inhibition
# The depositor's hits bear a star; i = inactive; u = inconclusive; x = not tested or not shown.
SMILES,VEEV TC-83 Vero,PhoP GFP inhibition,M. tuberculosis,M. tuberculosis HTS,influenza NS1A,others
Cn1c(SCc2ccccc2Cl)nc2ccccc21,1.4%,-5%,13%,2%,-24%,
O=C(NC(=S)Nc1cccc(F)c1)c1cccc([N+](=O)[O-])c1,0.8%,-11%,x,9%,-8%,
CCCc1cc(=O)[nH]c(SC(CC)C(=O)Nc2ccccc2C#N)n1 (centres undefined),0.4%,-12%,6%,-2%,-6%,
Cc1ccc(C)c(N2N=C(C(=O)Nc3nccs3)CCC2=O)c1,1.2%,14%,13%,6%,9%,
COc1ccc(C(CCN2CCCCC2)c2c(OC)cc(OC)c3c(-c4ccccc4)cc(=O)oc23)cc1 (centres undefined),i,-3%,u,15µM*,3%,
CC(NC(=O)CCc1ccc(S(=O)(=O)NC2CCCCC2)cc1)c1ccccc1 (centres undefined),1.8%,-7%,4%,3%,0%,
Cc1ccc2ncccc2c1,1.1%,x,14%,-5%,-1%,
C(=C\c1ccccc1)/CNn1cnnc1,i,-8%,-29%,0%,-1%,
CCc1ccc(S(=O)(=O)Nc2ccccn2)cc1,i,5%,-9%,-8%,-10%,
Nc1nonc1-c1noc(COc2ccccc2Cl)n1,4.5%,8%,6%,6%,14%,
O=C(O)c1ccccc1C(=O)c1cccs1,0.5%,-19%,3%,-7%,3%,
CCCCS/C(N)=N/N=C/c1cc(C)ccc1O,1.5%,-23%,u,12µM*,3%,
CCc1cccc(NC(=O)CCNS(=O)(=O)c2ccc3[nH]c(=O)oc3c2)c1,i,7%,-10%,2%,-3%,
Cc1cc(NC(=O)CSc2nnc(Nc3ccccc3F)s2)no1,2.7%,-7%,-1%,-3%,-16%,
CC(C)CCn1c(SCC(=O)Nc2ccccc2C(F)(F)F)nc2nccnc2c1=O,4.8%,15%,4%,4%,3%,
CCOc1ccc(-c2nc(N)nc(C)c2-c2ccc(OC)c(OC)c2)c(O)c1,1.2%,3%,7%,-7%,6%,
CC(OC(=O)C1COc2ccccc2O1)C(=O)N(C)c1ccccc1 (centres undefined),1.1%,14%,9%,0%,-4%,
CCC(C)NC(=O)C1CCN(C(=O)N(C)C)CC1 (centres undefined),i,-10%,-8%,-10%,-10%,
CC(C)=C1C(=O)NN(c2cccc(Cl)c2)C1=O,i,2%,60%,-5%,-3%,
O=C(CSc1nnc(NC(=O)c2cccc(F)c2)s1)NC1CC1,3.0%,4%,22%,5%,-3%,

# Fetched by compound from above:
SMILES,VEEV TC-83 Vero,PhoP GFP inhibition,M. tuberculosis,M. tuberculosis HTS,influenza NS1A,others
Cc1cc(NC(=O)CSc2nnc(Nc3ccccc3F)s2)no1,2.7%,-7%,-1%,-3%,-16%,
CC(C)=C1C(=O)NN(c2cccc(Cl)c2)C1=O,i,2%,60%,-5%,-3%,

# Entries above containing two or more sulfur atoms:
SMILES,VEEV TC-83 Vero,PhoP GFP inhibition,M. tuberculosis,M. tuberculosis HTS,influenza NS1A,others
Cc1cc(NC(=O)CSc2nnc(Nc3ccccc3F)s2)no1,2.7%,-7%,-1%,-3%,-16%,
O=C(CSc1nnc(NC(=O)c2cccc(F)c2)s1)NC1CC1,3.0%,4%,22%,5%,-3%,

# Remaining list, next part
SMILES,VEEV TC-83 Vero,PhoP GFP inhibition,M. tuberculosis,M. tuberculosis HTS,influenza NS1A,others
CCN(CC)c1ccc(S(=O)(=O)N2CCOCC2)cc1NC(=O)CNCc1cccc(Cl)c1,i,x,x,x,-4%,
O=C(NN=C1CCCCC1)c1ccccc1OCc1ccc(F)cc1,0.3%,-5%,14%,-1%,11%,
CCOc1ccc2[nH]c(=O)c(CN(Cc3ccco3)C(=O)c3ccc(Br)cc3)cc2c1,1.3%,x,x,x,-15%,
COC(=O)c1ccc(C(=O)OC)c(NC(=O)CSc2cccc[n+]2[O-])c1,1.9%,1%,u,3µM*,9%,
Cc1nnc(SCC(=O)NC2CC2)s1,2.1%,-2%,-12%,-13%,0%,
OCC1(Cc2cccc(Cl)c2)CCCN(Cc2ccc3cc(F)ccc3n2)C1 (centres undefined),3.1%,3%,39%,46µM*,-7%,
CSc1nc(N(C)CCO)c2sc3nc(-c4ccco4)c4c(c3c2n1)CCC4,3.1%,-2%,42%,2%,3%,
CCOC(=O)/C(C)=N/NC(=O)c1cccc([N+](=O)[O-])c1,0.9%,5%,37%,13%,-7%,
CN1CCC=C(C(=O)N2c3ccccc3Sc3ccc(Cl)cc32)C1,2.7%,10%,34%,-4%,7%,
CCN(CC)S(=O)(=O)c1ccc(NC(=O)COC(=O)c2ccc(NC(=O)CC#N)cc2)cc1,0.5%,4%,-3%,0%,1%,
O=C1CN(C(=O)CSc2nnc3ccccn23)c2ccccc2N1,0.1%,-2%,-22%,1%,-4%,
COc1cc(OC)c(C(=O)CCC(=O)O)cc1OC,0.9%,0%,-13%,5%,4%,
CCCC(=O)N=c1sc2cccc(F)c2n1C,1.4%,3%,-15%,-5%,4%,
COc1cc(-c2cc(C(F)(F)F)n3ncc(C(=O)O)c3n2)cc(OC)c1OC,1.3%,-15%,-3%,-4%,2%,
O=C1C(=O)N(CCN2CCOCC2)C(c2ccc(Cl)cc2)/C1=C(/O)c1ccc(S(=O)(=O)N2CCOCC2)cc1 (centres undefined),i,10%,-16%,-9%,10%,
CC(C)(C)NC(=O)CN(C(=O)CCN1CCCc2ccccc21)C(C)(C)C,1.4%,0%,18%,-9%,2%,VEEV TC-83 Vero 10K pilot screen=1.1
CSc1cccc(CN2CCCC(CNC(=O)c3ccco3)C2)c1 (centres undefined),0.4%,-9%,9%,-8%,-10%,
O=C1CCN(Cc2ccccc2)CCN1[C@H](CO)c1ccccc1,i,-11%,-2%,1%,5%,
COC(=O)NNC(=S)NCc1ccc(C)cc1,0.2%,-12%,2%,-22%,-3%,
CCOCC(=O)Nc1nnc(SCCOC)s1,1.4%,-9%,17%,2%,-6%,
CC1CCCCC1NC(=O)CC1Oc2ccccc2NC1=O (centres undefined),0.6%,-17%,-5%,-1%,-14%,
CCc1ccc2oc(-c3cc(N)ccc3Cl)nc2c1,i,-7%,23%,45%,-1%,
Cc1ccc(CNC(=O)C2CCC(=O)N(CCc3cccc(F)c3)C2)s1 (centres undefined),0.2%,x,x,x,11%,
Cn1c(Cc2nc3ccccc3n2C)nc2ccccc21,0.6%,3%,40%,0%,-11%,VEEV TC-83 Vero 10K pilot screen=1.5
CC(OC(=O)CNC(=O)COc1ccccc1)C(=O)N(C)Cc1ccccc1 (centres undefined),1.4%,2%,-9%,4%,-5%,
COc1ccc(-c2cc(-c3ccccc3)[n+](C)c(-c3ccccc3)c2)cc1,6.8%,3%,66%,8%,-1%,
CCOc1cc(C(=O)N2CCCC2)cc(OCC)c1OCC,0.5%,-9%,3%,-6%,4%,
CC(C)c1nc(Cl)c(C#N)c2c1CSC(C)(C)C2,1.2%,-2%,68%,5%,-8%,
CC(NCc1ccc2c(c1)OCO2)C(=O)N1CCc2ccccc21 (centres undefined),i,-13%,9%,-1%,-3%,
O=C(Nc1ccc(N2CCCC2)c(S(=O)(=O)Nc2cccc(C(F)(F)F)c2)c1)c1cccs1,1.5%,3%,7%,5%,-2%,
CCc1cc2c3c([nH]c2cc1S(=O)(=O)N1CCC2(CC1)OCCO2)CCCC3=O,2.8%,-15%,-13%,9%,-9%,
O=C(CSCc1ccccc1Br)NC1CC1,1.4%,-8%,-10%,-26%,-3%,
Cc1ccc(N2C(=O)[C@@H]3C(C(=O)CN4C(=O)c5ccccc5C4=O)=NN[C@@H]3C2=O)c(C)c1,0.9%,3%,-5%,-3%,x,
CC(C)[C@@H](C(=O)NCC1CCCO1)N1C(=O)N2CCc3c([nH]c4ccccc34)[C@@]2(C)C1=O (some centres undefined),0.2%,11%,-14%,-13%,-4%,
COc1cccc(CN(C)S(=O)(=O)c2ccc3c(c2)OCCO3)c1,7.7%,x,x,x,-8%,
Cc1ccc(C)c(NC(=O)c2ccc[n+](Cc3ccc([N+](=O)[O-])cc3)c2)c1,i,4%,20%,6%,-5%,
N/C(Cc1ccc(Cl)cc1Cl)=N\OC(=O)Cc1cccs1,0.5%,3%,36%,3%,-14%,
COC(=O)c1ccccc1NC(=O)CSc1[nH]c(=O)cc(C)c1C#N,11%,1%,-8%,3%,1%,VEEV TC-83 Vero 10K pilot screen=5.9
Brc1ccc(OCCCCCN2CCOCC2)cc1,2.5%,22%,29%,1%,-6%,
CCOc1ccc(CCNC(=O)COC(=O)c2cccnc2SC)cc1OCC,i,0%,0%,0%,-2%,
CCN1CCN(CC(=O)N2N=C(c3ccc(OC)cc3)CC2c2ccc(OC)cc2)C(=O)C1=O (centres undefined),0.8%,-2%,8%,2%,-4%,
COc1cc(CCC(=O)OCC(=O)NC2CCCC(C)C2C)cc(OC)c1OC (centres undefined),i,3%,9%,7%,-4%,
CCOC(=O)c1c(C)[nH]c(C(=O)OCC(=O)c2c(N)n(C)c(=O)n(C)c2=O)c1C,x,-3%,-7%,-7%,x,
O=C(Nc1ccc(Br)cn1)c1coc(=O)c(Br)c1,0.1%,-4%,-12%,4%,-17%,
CCN=c1scc(-c2ccccc2)n1/N=C/c1ccccn1,u,-6%,53%,24%,u,
Nc1ccc(OCc2ccccc2)cc1[N+](=O)[O-],0.6%,x,x,x,58µM*,
O=C(Cn1c(C(F)(F)F)nc2ccccc21)NCCCN1CCOCC1,2.6%,25%,-3%,-18%,3%,
COc1cccc2c(=O)c3cccc(N)c3[nH]c12,1.5%,-6%,u,5%,-5%,
O=C(Nc1ccccc1N1CCOCC1)C1CCN(S(=O)(=O)c2ccccc2F)CC1,0.9%,-5%,-3%,-4%,-7%,
O=C(O)c1ccc(NCc2ccc(Br)cc2)cc1,0.9%,-1%,83%,8%,-9%,
# Further structures
SMILES,VEEV TC-83 Vero,PhoP GFP inhibition,M. tuberculosis,M. tuberculosis HTS,influenza NS1A,others
CC(=O)c1c(C(C)=O)c(C)n(C(c2ccccc2)c2ccccc2)c1C,1.6%,3%,12%,-3%,-6%,
Cc1cccc(C(=O)NCCCN2CCCC2=O)c1,1.5%,5%,-7%,-5%,-5%,
CC(NC(=O)C1CCCN1S(=O)(=O)c1ccc2c(c1)n(C)c(=O)c(=O)n2C)c1ccccc1 (centres undefined),i,9%,5%,-2%,-4%,
CCOc1ccc(NC2=NCC(=O)N2Cc2cccs2)cc1,0.3%,-4%,5%,-4%,-19%,
CCC(C)[C@H](NC(=O)OC(C)(C)C)c1nnc(SCc2c(C)[nH]c(=O)[nH]c2=O)o1 (some centres undefined),0.9%,-6%,14%,-7%,9%,VEEV TC-83 Vero 10K pilot screen=0.5
O=C(O)CSc1c2ccccc2cc2ccccc12,0.3%,-7%,49%,-7%,-3%,
O=C(CCCCCn1c(=S)[nH]c2cc3c(cc2c1=O)OCO3)N1CCN(c2ccccc2)CC1,i,6%,-4%,-1%,0%,
CC(C)CCOc1ccc(C(=O)N2CCCC2C(=O)O)cc1 (centres undefined),i,-8%,1%,-6%,-18%,
CC(C)N1CCN(Cc2ccccc2-c2ccco2)CC1CCO (centres undefined),i,-3%,13%,4%,5%,
Cc1noc(C)c1CSCC(=O)OCc1nc2ccccc2c(=O)n1CC#N,0.0%,1%,-2%,1%,-8%,
CC(C)n1c(C(O)c2ccc3c(c2)OCO3)nc2ccccc21 (centres undefined),0.8%,-9%,32%,1%,-4%,
CC(C)(C)OC(=O)N1CCC2(CC1)Oc1ccc(F)cc1C(=O)C21CC(c2ccc(Cl)cc2)=NO1 (centres undefined),x,-23%,11%,61%,x,
O=C(CCCn1nnnc1CN1CCOCC1)N1CCC(c2ccccc2Cl)C1 (centres undefined),0.5%,-13%,5%,4%,7%,
CC(C)C1N(C(=O)CN2CCCCC2)CCN1S(=O)(=O)c1ccccc1 (centres undefined),2.6%,4%,-22%,-4%,19%,

# Among those listed so far, these have a CF3 group.
SMILES,VEEV TC-83 Vero,PhoP GFP inhibition,M. tuberculosis,M. tuberculosis HTS,influenza NS1A,others
CC(C)CCn1c(SCC(=O)Nc2ccccc2C(F)(F)F)nc2nccnc2c1=O,4.8%,15%,4%,4%,3%,
COc1cc(-c2cc(C(F)(F)F)n3ncc(C(=O)O)c3n2)cc(OC)c1OC,1.3%,-15%,-3%,-4%,2%,
O=C(Nc1ccc(N2CCCC2)c(S(=O)(=O)Nc2cccc(C(F)(F)F)c2)c1)c1cccs1,1.5%,3%,7%,5%,-2%,
O=C(Cn1c(C(F)(F)F)nc2ccccc21)NCCCN1CCOCC1,2.6%,25%,-3%,-18%,3%,
